# PMI act – activators of human phosphomannose isomerase; P34949; purified human PMI, coupled resazurin fluorescence, 20 min; hits give high values; 1 = vehicle control, 0 substrate-free wells; activation factor at 20 µM; 0.005% of 190,000 active; AID 1214;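 active = activation factor of 2 or more at 20 µM, relative to plate controls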
# Target sequence (P34949 whole entry, looked up): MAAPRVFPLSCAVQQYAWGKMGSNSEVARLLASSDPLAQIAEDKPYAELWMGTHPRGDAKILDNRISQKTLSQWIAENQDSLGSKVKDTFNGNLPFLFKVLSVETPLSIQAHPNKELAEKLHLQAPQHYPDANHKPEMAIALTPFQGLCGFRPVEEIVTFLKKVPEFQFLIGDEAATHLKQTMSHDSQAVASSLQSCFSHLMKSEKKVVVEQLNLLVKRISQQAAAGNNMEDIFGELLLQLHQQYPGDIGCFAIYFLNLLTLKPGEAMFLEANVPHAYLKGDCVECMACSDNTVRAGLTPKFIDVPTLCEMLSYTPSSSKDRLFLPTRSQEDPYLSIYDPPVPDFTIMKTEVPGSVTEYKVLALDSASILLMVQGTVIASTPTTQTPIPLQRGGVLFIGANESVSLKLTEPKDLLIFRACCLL
# Diaph act CS – diaphorase activation or chemical reduction counter-screen; AID 1229; activation factor at 20 µM; Diaphorase/resazurin coupled assay, resorufin fluorescence, 16 min; hits give high values; 1 = vehicle wells, 0 = NADH-free wells; 0.005% of 190,000 active;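 active = diaphorase activity raised at least twofold by the compound at 20 µM; inactive = activation factor below 2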
#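 Material: purified diaphorase enzyme from Clostridium kluyveri / Medium: HEPES pH 7.4 buffer with MgCl2 and Tween 20 / Schedule: enzyme reaction of 16 min at room temperature / Measured by: resorufin fluorescence, excitation 544 nm, emission 590 nm / Evaluation: rise in resorufin formation, marking diaphorase activation or chemical reduction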
# bIAP activator – intestinal alkaline phosphatase (bovine) activation. activation factor at 20 µM. purified bovine IAP, CDP-star luminescence, 30 min; hits give high values; fold of DMSO-control signal, blank-subtracted. 0.17% of 200,000 active. AID 1016;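 active = activation factor of 2 or more at 20 µM, a signal rise over negative controls twice the positive control's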
# TNAP inh hiacc – inhibitors of human TNAP at high phosphate acceptor concentration; 0.03% of 200,000 active; AID 1135; purified TNAP, CDP-star luminescence, 1 M DEA; inhibition, % at 20 µM;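 active = over 50% inhibition of tissue-nonspecific alkaline phosphatase at 20 µM in the single-dose screen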;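 note: plate controls were DMSO wells for no effect and EDTA-quenched wells as full inhibition for full effect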
# Target sequence (P05186 whole entry, looked up): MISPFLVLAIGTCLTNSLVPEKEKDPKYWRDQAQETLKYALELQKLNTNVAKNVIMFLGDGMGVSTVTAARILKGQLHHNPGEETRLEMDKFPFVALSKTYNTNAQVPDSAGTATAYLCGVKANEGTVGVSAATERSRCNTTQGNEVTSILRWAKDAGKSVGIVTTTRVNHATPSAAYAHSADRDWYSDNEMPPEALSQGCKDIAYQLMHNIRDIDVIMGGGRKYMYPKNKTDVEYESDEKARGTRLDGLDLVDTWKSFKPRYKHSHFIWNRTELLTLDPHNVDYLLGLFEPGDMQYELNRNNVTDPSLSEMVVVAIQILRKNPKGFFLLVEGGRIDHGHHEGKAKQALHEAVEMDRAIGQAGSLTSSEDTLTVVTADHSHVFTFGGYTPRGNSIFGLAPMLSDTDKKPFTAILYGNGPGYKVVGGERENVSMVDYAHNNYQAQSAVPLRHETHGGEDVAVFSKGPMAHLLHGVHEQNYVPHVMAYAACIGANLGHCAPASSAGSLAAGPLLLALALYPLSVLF
# bIAP inhibitor – blocks bovine intestinal alkaline phosphatase activity; purified bovine IAP, CDP-star luminescence, 30 min; inhibition, % at 20 µM; 190,000 tested, under 10 active; AID 1019;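 active = over 50% inhibition of intestinal alkaline phosphatase at 20 µM in the single-dose screen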
#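 Assay system: bovine IAP enzyme; medium: DEA buffer 100 mM, pH 9.8, with MgCl2 1.0 mM, ZnCl2 0.02 mM; doses: 20 µM single dose; incubation: enzyme reaction for 30 min at room temperature; detection: CDP-star luminescence signal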
# Lmaj promast – Leishmania major promastigote growth inhibition. Leishmania major promastigotes, resazurin fluorescence viability. inhibition, % at 10 µM. 9% of 200,000 active; in the data active = inhibition above about 50%;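 note: promastigotes grown with compound for 44 hours at 28 °C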
# TNAP inh noacc – blocks human TNAP activity with no phosphate acceptor present; P05186; purified TNAP, CDP-star luminescence, 30 min; inhibition, % at 20 µM; 0.26% of 200,000 active;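 active = tissue-nonspecific alkaline phosphatase inhibition above about 50% at 20 µM in the single-dose screen, limit read from the data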;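 note: 0% = DMSO negative control and 100% = EDTA positive control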
# Diaphorase inh – inhibits diaphorase or chemically oxidizes, flagging diaphorase assay artifacts | 0.69% of 190,000 active | diaphorase resazurin-to-resorufin fluorescence, NADH, 16 min; bacterial (C. kluyveri) enzyme, not human | inhibition, % at 20 µM;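 active = primary screen inhibition at 20 µM above a set limit, cut at about 50% in these data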;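 note: plate controls were DMSO with full reaction for no effect and wells lacking NADH for full effect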
#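 Test system: diaphorase enzyme from Clostridium kluyveri; amount: diaphorase at 0.14 U/mL in enzyme working solution; detection: fluorescence of resorufin formed from resazurin, Ex 544/Em 590 nm; times: reaction incubation of 16 min at room temperature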
# PMI act satM6P – PMI (human) activation, high substrate | coupled PMI enzyme assay, resazurin fluorescence, 20 min; hits give high values; 1 = untreated enzyme, 0 = substrate-free blank | activation factor at 20 µM | 0.34% of 190,000 active | AID 1216;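 active = activation factor of 2 or more at 20 µM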
#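 Material: human phosphomannose isomerase with PGI, G6PDH, diaphorase coupling enzymes. Quantity: 15 ng/mL PMI. Medium: HEPES pH 7.4 buffer with MgCl2 and Tween-20. Reagent: Near-saturating mannose-6-phosphate, 1.0 mM. Compound: 20 µM single dose. Times: enzyme reaction with compound 20 min at room temperature. Detection: resorufin fluorescence at Ex 544/Em 590 nm.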
# TNAP act hiacc – activators of human TNAP at high phosphate acceptor concentration. AID 1136. purified TNAP, CDP-star luminescence, 1 M DEA, 30 min; hits give high values; 0 = EDTA background, 1 = DMSO-only activity. activation factor at 20 µM. P05186. 200,000 tested, under 10 active;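 active = activation factor at least 2 at 20 µM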
#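 Test system – human TNAP · Doses – 20 µM single point · Incubation – 30 min, room temperature · Signal – luminescent substrate turnover signal · Read-out basis – activation factor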
# * marks the source's active call; other numbers are inactive results; x = not tested or not shown; & = joins results of further samples; ! = a repeat was not active. Not a hit list, and some 10% of all compounds hit somewhere here.
[1] COc1ccc(OCC(O)COc2ccc(OC)cc2)cc1
[2] Nn1c(SCC(=O)N2CCOCC2)nnc1C1CC1
[3] COc1ccc(OC)c(NC(=O)c2cccnc2Sc2cc(C)ccc2C)c1
[4] COC(=O)c1cccc(NC(=O)CSc2ncn[nH]2)c1
[5] Cc1cc2nc(N=C(N)N)nc(C)c2cc1C
[6] Cc1ccc(C(=O)N/C(=C/c2ccco2)C(=O)NCCc2c[nH]c3ccccc23)cc1C
[7] Cc1ccc(N=C2NC(=O)CS2)cc1
[8] CN1CCN(C(=O)C23CC4CC(CC(C4)C2)C3)CC1
Screen / compound no. | 1 | 2 | 3 | 4 | 5 | 6 | 7 | 8
PMI act | 1.1 | 1.1 | 0.9 | 0.9 | 1 | 0.9 | 1 | 1
Diaph act CS | 1 | 1 | 0.9 | 0.9 | 1 | 0.9 | 1 | 1
bIAP activator | 1.1 | 1 | 1.1 | 0.9 | 1 | 0.9 | 1 | 0.9
TNAP inh hiacc | -1 | -6 | 4 | 1 | -5 | -1 | -5 | 0
bIAP inhibitor | -8 | 5 | -14 | 5 | 4 | 7 | 2 | 8
Lmaj promast | -7 | -7 | 14 | -3 | 100* | 33 | -3 | 2
TNAP inh noacc | -10 | -5 | -1 | 2 | -12 | -8 | 38 | -11
Diaphorase inh | -1 | -1 | 12 | 9 | 1 | 8 | 0 | 5
PMI act satM6P | 1 | 1.1 | 0.9 | 1 | 1 | 0.8 | 1 | 1
TNAP act hiacc | 1 | 1.1 | 1 | 1 | 1.1 | 1 | 1 | 1

[9] COc1ccc(CN=CC2=C(O)CNC2=O)cc1OC
[10] COC(=O)Nc1ccc2c(c1)ncn2C1CCCCC1
[11] COc1ccc(C2C3=C(N=C4SCC(=O)N42)c2ccccc2CC3)cc1OC (configuration not stated)
[12] CCOc1cc(/C=N/O)ccc1OCC(=O)Nc1cccc(C)c1
[13] COc1ccccc1NC(=S)NCc1ccccn1
[14] CCOC(=O)c1c(NC(=O)c2ccc(C)cc2)sc2c1CC(C)(C)NC2(C)C
[15] OC(CNCC(c1ccco1)N1CCCCC1)c1ccccc1 (configuration not stated)
[16] O=C(c1ccc2c(c1)OCCO2)C1CCN(C(=O)c2ccc(F)c(F)c2)CC1
Screen / compound no. | 9 | 10 | 11 | 12 | 13 | 14 | 15 | 16
PMI act | 1 | 0.9 | 0.9 | 1.1 | 1 | 1 | 1 | 1
Diaph act CS | 0.9 | 0.8 | 0.8 | 1.1 | 0.9 | 1 | 1 | 0.8
bIAP activator | 1 | 0.9 | 1 | 1 | 1 | 1 | 1.1 | 1
TNAP inh hiacc | -6 | 0 | -4 | -6 | -3 | -10 | -5 | -6
bIAP inhibitor | -1 | 7 | -3 | -1 | -4 | -2 | -12 | 0
Lmaj promast | -4 | 20 | 0 | 27 | -2 | 33 | -1 | 57*
TNAP inh noacc | -13 | -5 | 8 | 1 | -20 | -12 | -18 | -12
Diaphorase inh | 6 | 19 | 22 | -6 | 10 | 3 | 1 | 25
PMI act satM6P | 1.1 | 0.9 | 0.7 | 1.1 | 1 | 1 | 1.1 | 0.9
TNAP act hiacc | 1.1 | 1 | 1 | 1.1 | 1 | 1.1 | 1 | 1.1

[17] COc1ccc(CC(=O)NCc2cn3ccsc3n2)cc1
[18] COc1cc(/C=C(/C#N)c2nc3ccccc3[nH]2)ccc1OCC(=O)Nc1ccccc1C
[19] Cc1nnc(SCC(=O)N2CCN(Cc3ccccc3)CC2)s1
[20] O=C(O)CC1S/C(=N/N=C/C=C/c2ccccc2)NC1=O (configuration not stated)
[21] Cc1nnc(NC(=O)CC(CN(C)S(=O)(=O)c2ccccc2)c2ccccc2)s1 (configuration not stated)
[22] O=C(NC1=NCCS1)c1ccccc1OCc1ccccc1Cl
[23] C/C(=N\NC(=O)C1COc2ccccc2O1)c1ccc(C)o1 (configuration not stated)
[24] C=CCNC(=O)CC1C(=O)NCCN1Cc1c(F)cccc1Cl (configuration not stated)
Screen / compound no. | 17 | 18 | 19 | 20 | 21 | 22 | 23 | 24
PMI act | 1.1 | 1.1 | 0.9 | 1&0.9 | 1 | 0.9 | 1 | x
Diaph act CS | 1 | 0.9 | 1 | 0.9&0.8 | 0.9 | 0.8 | 0.9 | x
bIAP activator | 0.9 | 1 | 1 | 1.6&0.9 | 0.9 | 0.9 | 1.2 | 1
TNAP inh hiacc | -1 | -5 | -1 | -4&-2 | -6 | -3 | -7 | 0
bIAP inhibitor | 11 | 1 | -1 | -61&9 | 7 | 9 | -16 | -4
Lmaj promast | -1 | -8 | -2 | 53*! | 6 | 11 | -5 | -3
TNAP inh noacc | -14 | -4 | 4 | -3&-9 | -4 | -17 | -12 | -8
Diaphorase inh | 2 | 7 | 4 | 12&16 | 11 | 19 | 12 | x
PMI act satM6P | 1.1 | 0.9 | 1 | 1&0.9 | 1 | 0.8 | 1 | x
TNAP act hiacc | 1 | 1.1 | 1 | 1&1 | 1.1 | 1 | 1.1 | 1

# Four of these compounds, reformatted.
20. O=C(O)CC1S/C(=N/N=C/C=C/c2ccccc2)NC1=O (configuration not stated)
  PMI act: 1&0.9 | Diaph act CS: 0.9&0.8 | bIAP activator: 1.6&0.9 | TNAP inh hiacc: -4&-2 | bIAP inhibitor: -61&9 | Lmaj promast: 53*! | TNAP inh noacc: -3&-9 | Diaphorase inh: 12&16 | PMI act satM6P: 1&0.9 | TNAP act hiacc: 1&1
21. Cc1nnc(NC(=O)CC(CN(C)S(=O)(=O)c2ccccc2)c2ccccc2)s1 (configuration not stated)
  PMI act: 1 | Diaph act CS: 0.9 | bIAP activator: 0.9 | TNAP inh hiacc: -6 | bIAP inhibitor: 7 | Lmaj promast: 6 | TNAP inh noacc: -4 | Diaphorase inh: 11 | PMI act satM6P: 1 | TNAP act hiacc: 1.1
22. O=C(NC1=NCCS1)c1ccccc1OCc1ccccc1Cl
  PMI act: 0.9 | Diaph act CS: 0.8 | bIAP activator: 0.9 | TNAP inh hiacc: -3 | bIAP inhibitor: 9 | Lmaj promast: 11 | TNAP inh noacc: -17 | Diaphorase inh: 19 | PMI act satM6P: 0.8 | TNAP act hiacc: 1
23. C/C(=N\NC(=O)C1COc2ccccc2O1)c1ccc(C)o1 (configuration not stated)
  PMI act: 1 | Diaph act CS: 0.9 | bIAP activator: 1.2 | TNAP inh hiacc: -7 | bIAP inhibitor: -16 | Lmaj promast: -5 | TNAP inh noacc: -12 | Diaphorase inh: 12 | PMI act satM6P: 1 | TNAP act hiacc: 1.1

# New compounds follow:
[25] CCc1nc(N[C@H](C(=O)O)C(C)CC)c2oc3ccccc3c2n1 (some centres not stated)
[26] CCN(CC)S(=O)(=O)c1ccc(NS(=O)(=O)c2cccs2)cc1
[27] CCNS(=O)(=O)c1ccc(NC(=S)NCC2CCCO2)cc1 (configuration not stated)
[28] NC(=O)C1=C[C@H](c2ccccc2)C[C@H](OCc2ccc(CO)cc2)O1
[29] Cc1cc(Br)ccc1NC(=O)CNC(=O)CSc1n[nH]c(N)n1
[30] CC(C)OCCCNC(=O)c1c(N)n(/N=C/c2cccs2)c2nc3ccccc3nc12
[31] COc1ccc(CC2(CO)CCN(Cc3nc(C(C)C)cs3)CC2)cc1
[32] CC(C)COC(=O)C(C)Nc1n[nH]c(=S)[nH]c1=O (configuration not stated)
Screen / compound no. | 25 | 26 | 27 | 28 | 29 | 30 | 31 | 32
PMI act | 0.9 | 1.1 | 1.1 | 0.8 | 1 | 0.9 | 1 | x
Diaph act CS | 0.9 | 0.9 | 1 | 0.7 | 1 | 0.9 | 0.9 | x
bIAP activator | 0.9 | 0.9 | 1.1 | 1.2 | 1.1 | 1 | 1.1 | 0.9
TNAP inh hiacc | -2 | 0 | -3 | -4 | 3 | -7 | -3 | 1
bIAP inhibitor | 6 | 6 | -9 | -17 | -14 | 4 | -7 | 8
Lmaj promast | -4 | 2 | 3 | -3 | -11 | -9 | 91* | -5
TNAP inh noacc | -10 | -10 | -8 | -6 | 0 | -8 | -7 | -4
Diaphorase inh | 12 | 7 | -4 | 32 | 4 | 15 | 9 | x
PMI act satM6P | 1 | 1.1 | 1 | 0.4 | 1.1 | 1 | 1 | x
TNAP act hiacc | 1 | 1 | 1 | 1 | 1 | 1.1 | 1 | 1

[33] COc1cc(-c2nnc(SCC(=O)c3ccc(C)cc3)o2)cc(OC)c1OC
[34] O=C(CSc1nc2ccccc2s1)CSc1nc2ccccc2s1
[35] O=C(Nc1cccc(Cl)c1)Nc1nnc(-c2ccccc2)o1
[36] CCOC(=O)c1c(C=O)c2ccccc2n1CC
[37] Cc1cc(-c2ccccc2)nn1-c1nc2c(c(=O)[nH]c(=O)n2C)n1C
[38] Clc1ccccc1Nc1nc(-c2cccnc2)cs1
[39] COc1ccc(NC(=O)N2CCC(NC(=O)c3ccco3)CC2)cc1
[40] NC(N)=NS(=O)(=O)c1ccc(NC(=S)NC(=O)/C=C/c2cccs2)cc1
[41] Cc1cc(NC(=O)c2noc3c2CCCC3)no1
[42] CCCn1c(SCc2ccon2)nc2ccccc2c1=O
Screen / compound no. | 33 | 34 | 35 | 36 | 37 | 38 | 39 | 40 | 41 | 42
PMI act | 0.8 | 0.9 | 1.1 | 1 | 1 | x | 1 | 1 | 1 | 1.1
Diaph act CS | 0.7 | 0.8 | 0.9 | 1 | 0.9 | x | 0.9 | 1 | 0.9 | 0.9
bIAP activator | 1 | 1 | 1 | 0.9 | 1 | 0.9 | 1 | 1.1 | 0.9 | 1
TNAP inh hiacc | 1 | -2 | -4 | 2 | 2 | -6 | -4 | 0 | 6 | -4
bIAP inhibitor | 1 | 0 | -1 | 7 | 3 | 8 | 1 | -5 | 7 | 2
Lmaj promast | 2 | -5 | 0 | -3 | -4 | 24 | -7 | -3 | -6 | 31
TNAP inh noacc | -6 | -7 | 9 | -6 | 8 | -7 | -14 | -10 | -1 | 0
Diaphorase inh | 28 | 19 | 10 | 3 | 7 | x | 12 | 2 | 9 | 6
PMI act satM6P | 0.8 | 1 | 1 | 1 | 1 | x | 1 | 1 | 1 | 1
TNAP act hiacc | 1 | 1 | 1 | 1 | 1 | 1.1 | 1 | 1 | 0.9 | 1
